Assay outcomes as filed in PubChem.
Luciferase inh: firefly luciferase inhibition | P08659 | purified firefly luciferase, luminescence, 8 min | Potency, µM (titrated, usually from 57.1 µM), inactives show top-dose activity change, negative = inhibition, hits mostly inhibitors | 2.2% of 72,000 active | AID 411; also: potency is read from the fitted curve at half-maximal effect; % is scaled to controls: 0 for no effect and ±100 for the full control effect; nearly all actives have a fitted effect of over 40% in size
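Titration-based qHTS; buffer 50 mM imidazole pH 7.2, 50 mM KCl, 7 mM MgCl2, 10 uM ATP, 0.01% Tween 20, 0.05% BSA; luciferase/luciferin detector mix added after compound; 8 min, ambient; luminescence.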
Hsp90 Hop PPI: changes Hsp90-Hop TPR2A binding signal, up or down. AlphaScreen TPR2A-His6 binding biotin-Hsp90 C-terminal peptide. Potency, µM (titrated, usually from 57 µM), without a hit: at the highest dose activity change, negative = inhibition. 0.44% of 71,000 active; active = well fitted curve in either direction with a large enough effect; inconclusive = small, poorly fitted or top-dose-only effect, or another doubt; also: potency is read from the fitted curve at half-maximal effect; % is scaled to controls: 0 for no effect and ±100 for the full control effect; many of its hits are not listed in these tables
15-hLO inh: 15-hLO (ALOX15) enzyme inhibition | P16050 | purified 15hLO-1, xylenol orange hydroperoxide absorbance | Potency, µM (series often up to 57.1 µM), for the others: top-dose activity change, negative = inhibition, hits mostly inhibitors | 1.4% of 74,000 active | AID 887; also: potency is read from the fitted curve at half-maximal effect; % is scaled to controls: 0 for no effect and ±100 for the full control effect; nearly all actives have a fitted effect of over 55% in size
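Quantitative HTS in 25 mM Hepes pH 7.5 containing 0.01% Triton X-100: human 15hLO-1 at 40 nM, arachidonic acid at 50 uM, 6 min turnover. Product quantified via ferrous oxidation/xylenol orange, 573:405 nm absorbance ratio.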
ERK AVP inh: inhibitors of vasopressin-stimulated ERK signaling pathway; AID 995; HEK293-V1b, vasopressin-stimulated pERK AlphaScreen; 0.99% of 72,000 active; Potency, µM (top dose mostly 57.5 µM), inactives show at the top dose activity, negative = inhibition, usual class: inhibitors; also: potency is read from the fitted curve at half-maximal effect; % is scaled to controls: 0 for no effect and ±100 for the full control effect; nearly all actives have a fitted effect of over 55% in size
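V1b-HEK293 cells; cpd 30 min 37C; 25 nM vasopressin 5 min; lyse 10 min; AlphaScreen beads 5 hr RT. Normalized to DMSO basal and 25 nM vasopressin; AC50 by Hill fit.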
HADH2 inhib: HADH2 (human) dehydrogenase inhibition; Q99714; recombinant HADH2, NADH fluorescence, beta-hydroxybutyryl-CoA; Potency, µM (titrated, usually from 57.1 µM), inactives show at the top dose activity change, negative = inhibition, hits mostly inhibitors; 3.4% of 73,000 active; AID 886; also: potency is read from the fitted curve at half-maximal effect; % is scaled to controls: 0 for no effect and ±100 for the full control effect; nearly all actives have a fitted effect of over 60% in size; many of its hits are not listed in these tables
Target sequence (Q99714 whole entry, looked up, one chain of several): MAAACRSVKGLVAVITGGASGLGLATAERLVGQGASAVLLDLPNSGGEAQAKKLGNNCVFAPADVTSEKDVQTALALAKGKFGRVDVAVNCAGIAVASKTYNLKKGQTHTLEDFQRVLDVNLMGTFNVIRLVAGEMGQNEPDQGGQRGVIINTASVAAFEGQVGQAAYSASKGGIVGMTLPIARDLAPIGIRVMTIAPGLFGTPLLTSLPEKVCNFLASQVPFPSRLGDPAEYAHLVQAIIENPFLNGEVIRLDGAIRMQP
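His-tagged recombinant enzyme from E. coli, 20 nM, preincubated 15 min RT with compound; reaction started with 1 mM NAD+ and 90 uM beta-hydroxybutyryl-CoA in 100 mM Tris-HCl pH 9.0. NADH fluorescence (ex 360/em 450) read over 4 min; last-minus-first difference.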
HBB splicing: alters splicing of the hemoglobin beta chain. Potency, µM (series often up to 46.1 µM), inactives show at the top dose activation, hits mostly activators. 0.06% of 65,000 active. HBB splicing reporter cell assay, activation; EGFP reporter with mutant IVS2-654 intron; response scale: normalised to 500 nM splice-correcting PNA. AID 925; also: potency is read from the fitted curve at half-maximal effect; 0% is about no effect
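Compounds were applied for 2 days to HeLa EGFP-654 cells, 500/well in Optimem with 2% FCS. The reporter's EGFP is disrupted by mis-splicing of beta-globin intron IVS2-654. Readout: summed well GFP fluorescence from 488 nm laser scanning; reference was 500 nM antisense […] 654 PNA.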
Tau filament bind: binders of human tau filaments; P10636; recombinant tau filaments, thioflavin S fluorescence, 15 h; filaments grown with octadecylsulfate alongside compound; Potency, µM (top dose mostly 57.1 µM), for the others: at the top dose activity change, negative = inhibition; 2% of 71,000 active;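 also: potency is read from the fitted curve at half-maximal effect; % is scaled to controls: 0 for no effect and ±100 for the full control effect; actives lower thioflavin S fluorescence by blocking filaments or displacing dye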
Target sequence (P10636 whole entry, looked up): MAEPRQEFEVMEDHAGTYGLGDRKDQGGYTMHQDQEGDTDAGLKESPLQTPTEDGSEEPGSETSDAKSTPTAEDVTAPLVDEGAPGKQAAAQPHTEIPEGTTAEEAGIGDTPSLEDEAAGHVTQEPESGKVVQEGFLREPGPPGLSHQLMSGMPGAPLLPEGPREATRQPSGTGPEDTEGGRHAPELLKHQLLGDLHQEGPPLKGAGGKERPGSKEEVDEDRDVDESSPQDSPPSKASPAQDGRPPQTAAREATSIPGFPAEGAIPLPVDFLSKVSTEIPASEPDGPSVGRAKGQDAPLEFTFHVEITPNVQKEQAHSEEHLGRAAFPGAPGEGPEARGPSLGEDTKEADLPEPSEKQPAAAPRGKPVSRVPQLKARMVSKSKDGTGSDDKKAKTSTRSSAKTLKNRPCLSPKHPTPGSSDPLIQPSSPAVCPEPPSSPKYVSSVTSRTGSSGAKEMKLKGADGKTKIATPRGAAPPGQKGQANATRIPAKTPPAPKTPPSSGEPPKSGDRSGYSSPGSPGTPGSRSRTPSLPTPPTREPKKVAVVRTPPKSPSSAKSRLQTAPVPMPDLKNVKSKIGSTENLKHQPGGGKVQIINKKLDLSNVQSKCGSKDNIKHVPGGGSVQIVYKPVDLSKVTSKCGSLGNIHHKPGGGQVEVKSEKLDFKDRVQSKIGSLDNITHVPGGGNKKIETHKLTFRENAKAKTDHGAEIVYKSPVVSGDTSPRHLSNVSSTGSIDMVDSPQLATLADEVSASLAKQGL
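Recombinant tau protein (human, 1 uM final) plus 30 uM ODS in HEPES pH 7.4 with NaCl, DTT and thioflavine S. Compound present from the start; fluorescence at 510 nm after 15 h, 37 C.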
CRE Fsk mod: modulators of forskolin-stimulated CRE signaling in CHO cells; AID 662; 2.5% of 71,000 active; Potency, µM (titrated, usually from 38.2 µM), for inactives: at the top dose activity change, negative = inhibition, hits mostly activators; CHO CRE-bla reporter (cAMP response element driving beta-lactamase), forskolin EC10, beta-lactamase ratio; active = well fitted activation curve with a large enough effect in the signal ratio, with a control signal flat, not every such curve was filed as active; inconclusive = small, poorly fitted or top-dose-only effect, or effect the other way, or a change in a side signal; the % refers to the signal ratio; also: potency is read from the fitted curve at half-maximal effect; % of control where 0% means no effect
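Modulation of forskolin-driven signalling is measured in CHO cells carrying a CRE-controlled beta-lactamase reporter. Cells are stimulated with EC10 NKH 477 in the presence of titrated compound for 3 h at 37 °C, then loaded with CCF4 for 2 h at room temperature.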
TexasRed autofl: Texas Red region autofluorescence; 0.06% of 59,000 active; max dye-equivalent concentration, M; Compound fluorescence, Texas Red channel, 547/618 nm; active compounds read high; in the data active = max dye-equivalent concentration above about 10 nM; inconclusive = between about 1.1 nM and that limit
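qHTS profiling of intrinsic compound fluorescence; 100 mM Tris pH 8.0; 15 min RT; ex 547 / em 618 nm; response expressed as Texas Red dye-equivalent concentration from six-point plate standard.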
Rhodamine fluor: rhodamine region autofluorescence; AID 594; Rhodamine-region fluorescence, 547/598 nm, Tris buffer; active compounds read high; 0.05% of 59,000 active; max dye-equivalent concentration, M; in the data active = max dye-equivalent concentration above about 11 nM; inconclusive = between about 1.1 nM and that limit
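Intensities are converted to rhodamine-equivalent concentration using a six-point rhodamine standard on each plate. Compounds sit 15 min at room temperature in 100 mM Tris buffer, pH 8.0; read uses the 547/598 nm excitation/emission pair.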
Pol III holo inh: blocks replication by bacterial DNA polymerase III holoenzyme | Potency, µM (highest dose often 57.1 µM), for the others: at the highest dose activity change, negative = inhibition | reconstituted DNA polymerase III holoenzyme replication, biochemical | 0.25% of 71,000 active | AID 603; also: potency is read from the fitted curve at half-maximal effect; % is scaled to controls: 0 for no effect and ±100 for the full control effect
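Reconstituted *E. coli* holoenzyme (0.35 nM Pol III, 1 nM beta, 154 nM SSB, 2 nM primase) was preincubated with compound for 15 min at RT. Synthesis on 1.4 nM ssM13Gori ran 35 min, then was stopped with PicoGreen/EDTA and read as dsDNA fluorescence.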
* hit, by the source's call; i = inactive; ? = inconclusive; · = no result given; [ ] = dose if it differs, or a comment. Unless noted, calls follow the shape of the dose curve; as a rule, active = well fitted curve in the direction sought with a large enough effect; inconclusive = small, poorly fitted or top-dose-only effect, or another doubt; inactive = no such curve, though single readings can be large; an effect the other way counts as inactive or inconclusive. This is a subset; count on the stated rates, not on these rows.

SMILES	Luciferase inh	Hsp90 Hop PPI	15-hLO inh	ERK AVP inh	HADH2 inhib	HBB splicing	Tau filament bind	CRE Fsk mod	TexasRed autofl	Rhodamine fluor	Pol III holo inh
OC[C@H]1O[C@@H]2O[C@H]3[C@H](O)[C@@H](O)[C@@H](O[C@H]4[C@H](O)[C@@H](O)[C@@H](O[C@H]5[C@H](O)[C@@H](O)[C@@H](O[C@H]6[C@H](O)[C@@H](O)[C@@H](O[C@H]7[C@H](O)[C@@H](O)[C@@H](O[C@H]8[C@H](O)[C@@H](O)[C@@H](O[C@H]1[C@H](O)[C@H]2O)O[C@@H]8CO)O[C@@H]7CO)O[C@@H]6CO)O[C@@H]5CO)O[C@@H]4CO)O[C@@H]3CO	·	-2%	-4%	-4%	-11%	1.8%	-2%	-4%	·	·	5%
Cc1cccc(NC(=O)c2cccs2)n1	-6%	0%	-2%	-11%	-14%	0.1%[57.5 µM]	-9%	2%	i	i	0%
Cc1nc2cc(N3CCN(C)CC3)c(NC(=O)Cc3ccccc3)cc2c(=O)n1Cc1ccccc1	-22%	-12%	0%	4%	-6%	·	22%	0%	i	i	-5%
CCn1c(CCC(=O)Nc2nc3c(s2)CCCC3)nc2cc(S(=O)(=O)N(C)C)ccc21	-7%	?	?	3%	-3%	-0.2%	52%	?	i	i	0%
CC(=O)N1C(=O)C2(C(C#N)=C(N)Oc3n[nH]c(-c4ccccn4)c32)c2ccccc21 (stereo not given)	-2%	?	3%	12%	12%	-1.1%	-4%	-3%	i	i	0%
COc1cc(CN2CCN(c3cccc(C)c3C)CC2)cc(Br)c1O	0%	-12%[11 µM]	?	?	-12%[11.4 µM]	-3.5%[0.0738 µM]	70%[11.4 µM]	?	·	·	2%[11.4 µM]
COC(=O)NC1CSCC1OC(=O)CCN1C(=O)c2ccccc2C1=O (stereo not given)	1%	-3%	-7%	12%	-3%	0.6%	-40%	?	i	i	4%
O=S1(=O)C=C(N2CCOCC2)c2ccccc21	0%	-2%	-1%	-11%	-22%	-1.0%[9.22 µM]	7%	-5%	·	·	-4%
CCOc1ccc(-n2ccnc2SCC(=O)NCc2ccc3c(c2)OCO3)cc1	-2%	-9%	1%	4%	0%	0.8%	4%	-7%	i	i	0%
Nc1nc2c(s1)CC(c1ccccc1)CC2 (stereo not given)	-11%	-12%	-7%	?	?	-18%	6%	4%	i	i	-4%
O=C(NCc1ccc(F)cc1)c1cc(-c2cccs2)on1	-1%	9%	-24%	-4%	5%	-2.3%	1%	?	i	i	-2%
C=CCn1c(SCC(=O)Nc2cc(C)ccc2OC)nnc1-c1ccco1	1%	-2%	1%	-10%	-8%	3.0%[0.369 µM]	-5%	?	i	i	3%
Cc1csc(NC(=O)C2CCN(C(=O)CSc3nnc(C)n3Cc3ccccc3)CC2)n1	0%	-2%	0%	15%	0%	-2.9%	-11%	-18%	i	i	-2%
COC(=O)CSC1=C(C#N)C(c2sccc2C)CC(=O)N1 (stereo not given)	1%	4%	-3%	-22%	-19%	-0.2%	-4%	?	?	i	-6%
O=C(OCC(=O)N1CCc2ccccc21)c1cccnc1	-6%	-2%	0%	-6%	5%	·	-16%	-5%	i	i	-4%
O=C(Nc1cnc2ccccc2c1)C1COc2ccccc2O1 (stereo not given)	-12%	0%	-15%	-9%	-4%	-0.4%[9.22 µM]	-8%	3%	·	·	-6%
COc1ccc(S(=O)(=O)Cc2ccc(C(=O)NC(C)C)o2)cc1	1%	1%	1%	-13%	-3%	-0.6%	4%	3%	·	·	-1%
COc1ccc(OC)c(-c2[nH]nc3c2C(c2ccco2)C(C#N)=C(N)O3)c1 (stereo not given)	2%	-13%	-29%	-2%	-25%	-1.6%	-2%	?	?	i	-7%
COc1ccc(C2=NO[C@@H]3C(=O)N(c4c(C)cccc4C)C(=O)[C@H]23)cc1OC	2%	-7%	3%	-11%	-27%	1.2%	-12%	-4%	i	i	-3%
O=C(CSc1ccc2nnc(-c3ccccc3)n2n1)NCC1CCCO1 (stereo not given)	2%	3%	6%	20%	-11%	0.8%	-6%	?	?	i	-2%
CC(=O)c1cccc(OCC(=O)c2cc(C)n(-c3cc(C)on3)c2C)c1	0%	-6%	-28%	?	9%	-2.6%	-4%	?	?	i	48%
O=C1c2ccccc2NC(c2ccccc2)N1Cc1ccco1 (stereo not given)	-3%	-2%	-8%	?	25µM*	-0.2%	12%	-6%	·	·	4%
Cc1ccc(N2CCCn3c2nc2c3c(=O)n(CC(=O)OCc3ccccc3)c(=O)n2C)cc1C	2%	-1%	5%	-1%	26%	-3.4%[57.5 µM]	0%	8%	i	i	-3%
COc1ccc(NC(=O)CNS(=O)(=O)c2cccc3nonc23)c(OC)c1	0%	-4%	-18%	8%	?	-0.3%	-13%	-14%	i	i	-2%
CCC(C)Sc1nc2c(c(=O)[nH]c(=O)n2C)n1Cc1ccccc1Cl (stereo not given)	-2%	-6%	-15%	·	2%	-0.1%	36%	5µM*	·	·	-6%
Following part:
SMILES	Luciferase inh	Hsp90 Hop PPI	15-hLO inh	ERK AVP inh	HADH2 inhib	HBB splicing	Tau filament bind	CRE Fsk mod	TexasRed autofl	Rhodamine fluor	Pol III holo inh
O=C(NCCc1ccc(Cl)cc1)c1cnc2n(c1=O)CCS2	-2%	-1%	16%	·	?	-1.6%	10%	4%	·	·	-3%
Cc1nn2c(-n3ccnc3)c3c(nc2c1-c1ccccc1)CCC3	1%	1%	-7%	-11%	18%	1.7%[57.5 µM]	-11%	15%	i	i	0%
COCCn1nnnc1C(c1ccc(C)cc1)N1CCN(Cc2ccc3c(c2)OCO3)CC1 (stereo not given)	0%	-3%	15%	-2%	16%	0.2%[57.5 µM]	-7%	0%	i	i	-8%
O=C(Nc1nc(SCc2ccc(F)cc2)ns1)c1ccco1	-2%	-1%	-17%	-20%	?	-0.9%	-16%	?	?	i	-1%
CO[C@H]1COC(=O)CCC[C@H](C)[C@@H](OC)COC(=O)C/C=C\[C@@H]1C	3%[11.4 µM]	·	9%[11.4 µM]	-2%[11.5 µM]	2%[11.4 µM]	2.7%[9.22 µM]	·	·	·	·	·
CCOc1ccccc1N(CC(=O)NC1CCCC1)C(=O)CCC(=O)Nc1cc(C)on1	2%	-3%	-30%	-6%	44%[activator]	3.3%	4%	0%	i	i	3%
O=C(NCc1ccco1)c1ccc(CS(=O)(=O)c2cccc(C(F)(F)F)c2)o1	7%	-1%	3%	7%	1%	-1.6%[1.84 µM]	-7%	2%	i	i	-3%
CCC(C(=O)NC1CCCC1)N(C(=O)Cn1nnc(-c2ccc(C)o2)n1)C(C)(C)C (stereo not given)	-2%	-2%	-2%	4%	5%	-2.1%	-5%	2%	?	i	-4%
O=C(NC12CC3CC(CC(C3)C1)C2)N1CCN(c2ccccn2)CC1	-1%	0%	-2%	-22%	3%	-0.5%	5%	-1%	i	i	-7%
CC(=O)Nc1nc2ncc(C=O)nc2c(=O)[nH]1	0%[11.4 µM]	-2%[11 µM]	-5%[11.4 µM]	-21%[11.5 µM]	0%[11.4 µM]	2.8%[9.22 µM]	7%[11.4 µM]	?	i	i	-5%[11.4 µM]

A portion of the results above, for reference:
SMILES	Luciferase inh	Hsp90 Hop PPI	15-hLO inh	ERK AVP inh	HADH2 inhib	HBB splicing	Tau filament bind	CRE Fsk mod	TexasRed autofl	Rhodamine fluor	Pol III holo inh
O=C(NCc1ccco1)c1ccc(CS(=O)(=O)c2cccc(C(F)(F)F)c2)o1	7%	-1%	3%	7%	1%	-1.6%[1.84 µM]	-7%	2%	i	i	-3%
CCC(C(=O)NC1CCCC1)N(C(=O)Cn1nnc(-c2ccc(C)o2)n1)C(C)(C)C (stereo not given)	-2%	-2%	-2%	4%	5%	-2.1%	-5%	2%	?	i	-4%
O=C(NC12CC3CC(CC(C3)C1)C2)N1CCN(c2ccccn2)CC1	-1%	0%	-2%	-22%	3%	-0.5%	5%	-1%	i	i	-7%
CC(=O)Nc1nc2ncc(C=O)nc2c(=O)[nH]1	0%[11.4 µM]	-2%[11 µM]	-5%[11.4 µM]	-21%[11.5 µM]	0%[11.4 µM]	2.8%[9.22 µM]	7%[11.4 µM]	?	i	i	-5%[11.4 µM]
